Ecoli viability: counter-screen for AddAB inhibitors: E. coli growth inhibition. AID 449728. E. coli V3065 growth, OD600 absorbance, 18 h. inhibition, % at 11.9 µM. 0.27% of 330,000 active;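 active means inhibition above the campaign's mean inhibition across all tested compounds plus 3 SD, cut at about 9.9% in these data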;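 further: uninfected addAB+ strain grown without phage in ampicillin broth; 0% = DMSO wells and 100% = ciprofloxacin 0.95 µg/ml wells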
OPRM1-OPRD1 inv: inverse agonist of human OPRM1-OPRD1 heterodimerization | P35372+P41143 | cell-based MOR-DOR heterodimer luminescence, inverse agonism | inhibition, % at 9.3 µM | 0.21% of 340,000 active | AID 504357; in the data active means inhibition above about 22%, passing the limit was not always enough;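 further: 0% = cells with DMSO and 100% = wells without cells with DMSO; values of inactives mirror those of a sister screen read the other way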
DSG3 Ab inh: blocks pemphigus antibody binding to human desmoglein-3; P32926; DSG3-coupled beads, scFv-anti-DSG3-GFP binding, flow cytometry; stronger effect = lower value; binding (percent of control), % at 10 µM; 0.48% of 310,000 active;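 active means binding more than 3 SD below its plate's average and above zero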;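 further: hits lower antibody fragment binding to DSG3; some compounds called inactive have numbers as strong as hits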
Target sequence (P32926 whole entry, looked up, the tested form may be a part): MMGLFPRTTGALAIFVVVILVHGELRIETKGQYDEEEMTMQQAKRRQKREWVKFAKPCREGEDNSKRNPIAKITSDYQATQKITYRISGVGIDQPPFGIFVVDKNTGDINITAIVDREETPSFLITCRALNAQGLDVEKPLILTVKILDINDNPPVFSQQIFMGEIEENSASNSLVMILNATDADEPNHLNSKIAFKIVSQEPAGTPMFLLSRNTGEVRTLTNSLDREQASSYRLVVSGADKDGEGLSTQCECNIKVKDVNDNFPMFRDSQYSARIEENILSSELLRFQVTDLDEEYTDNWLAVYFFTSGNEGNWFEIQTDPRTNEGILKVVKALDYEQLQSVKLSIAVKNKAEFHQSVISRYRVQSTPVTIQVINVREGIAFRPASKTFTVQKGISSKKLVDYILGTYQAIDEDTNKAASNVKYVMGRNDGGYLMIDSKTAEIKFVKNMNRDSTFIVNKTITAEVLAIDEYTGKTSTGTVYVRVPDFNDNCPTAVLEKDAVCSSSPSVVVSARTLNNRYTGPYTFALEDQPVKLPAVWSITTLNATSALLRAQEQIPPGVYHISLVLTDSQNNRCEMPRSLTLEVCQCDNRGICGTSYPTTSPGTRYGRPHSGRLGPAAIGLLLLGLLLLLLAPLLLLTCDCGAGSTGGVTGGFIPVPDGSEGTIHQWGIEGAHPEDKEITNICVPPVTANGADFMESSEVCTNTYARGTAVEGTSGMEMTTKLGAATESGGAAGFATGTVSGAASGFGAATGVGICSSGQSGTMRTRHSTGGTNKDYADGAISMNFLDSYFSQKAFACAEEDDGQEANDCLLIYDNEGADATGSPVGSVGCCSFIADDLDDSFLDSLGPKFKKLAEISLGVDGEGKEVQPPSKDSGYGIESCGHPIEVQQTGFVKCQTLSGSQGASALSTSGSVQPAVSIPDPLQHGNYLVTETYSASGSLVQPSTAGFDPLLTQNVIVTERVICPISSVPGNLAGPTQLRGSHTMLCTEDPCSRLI
phage Ecoli inh: E. coli growth loss with phage present | growth absorbance | inhibition, % at 11.9 µM | 0.26% of 360,000 active | AID 651602; in the data active means inhibition above about 11%
Arr AP2 block: human beta-arrestin and AP2 interaction inhibition; FITC-arrestin peptide / GST-AP2 beads, flow cytometry; AP2 beta2 appendage carries R879A mutation; inhibition, % at 10 µM; 0.31% of 340,000 active; AID 504490;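 active means inhibition above a set limit, near 3 SD of compounds lacking own fluorescence, cut at about 54% in these data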;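 further: plate controls were DMSO wells for no effect and 5 µM unlabelled arrestin peptide for full effect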
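System: GST-AP2 R879A glutathione beads | Also added: FITC-arrestin peptide, 50 nM | Times: 12 min plus 1 h, RT | Signal: Bead flow cytometry, FITC channel | Buffer or medium: PBS with 0.05% Tween 20 and 0.1% BSA | Read-out basis: Percent drop in bead-associated FITC signal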
PKA-R1A act: activates the PKA-R1A holoenzyme complex; P00514+P68181; 0.083% of 340,000 active; activation, % at 11.4 µM; PKA-R1A dissociation, Cy5-IP20 fluorescence polarization; scaled: DMSO 0%, 113 µM cGMP 100%;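 active means percent activation above the mean of all tested compounds plus 3 SD, cut at about 19% in these data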;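 further: higher means more PKAc released from R1A so a rise in polarization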
MOR-DOR ag: agonists of human mu-delta opioid receptor heterodimerization | P35372+P41143 | cells, OPRM1-OPRD1 heterodimerization, luminescence | activation, % at 9.3 µM | 0.3% of 340,000 active | AID 504326; in the data active means activation above about 18%;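 further: 0% = vehicle-treated cells and 100% = reference agonist; values of inactives mirror those of a sister screen read the other way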
AddAB inh: less growth of phage-infected E. coli with AddAB | E. coli expressing H. pylori AddAB, absorbance growth | inhibition, % at 11.9 µM | 0.29% of 330,000 active | AID 435030; in the data active means inhibition above about 12%;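 further: 0% = vehicle wells of infected cells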
Mot1-301 SUMO: SUMOylation pathway inhibition by Mot1-301 growth rescue | S. cerevisiae Mot1-301 growth rescue, ATP luminescence, 38.5C; percent above DMSO median, 100 means doubled | AID 2716 | growth rescue, % at 18.8 µM | 1% of 320,000 active;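 active means every valid replicate shows activation above 250% relative to neutral control wells; inactive means the rest, any valid replicate at or below 250%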;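 further: OY570 slx delta 5 strain wells were the positive control but not used for scaling; some compounds called inactive have numbers as strong as hits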
PfHsp90 set2: growth inhibition of yeast expressing Plasmodium Hsp90; S. cerevisiae expressing PfHsp90, BacTiter-Glo ATP, 48 h; yeast lacking PDR1 and PDR3 efflux regulators; inhibition, % at 9.4 µM; 0.32% of 310,000 active; AID 504621;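 active means every replicate shows inhibition above about 80%, whatever the replicate mean, limit read from the data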;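 further: 0% = DMSO neutral controls and 100% = 20 µM radicicol positive controls; yeast relying on Plasmodium falciparum Hsp90 in place of its own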
Tat transport: E. coli Tat transport inhibition. 0.036% of 340,000 active. E. coli MC4100 TorA-mCherry Tat export, fluorescence. AID 488895. inhibition, % at 10 µM;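 active means mean replicate inhibition at least 50% and at least half of replicates individually reaching 50%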;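 further: exported cargo escapes ClpAP degradation while cytoplasmic cargo is degraded and loses fluorescence; 0% = median of neutral control wells and 100% = median of NaSCN control wells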
Numbers without * were called inactive; nt = no result given.

SMILES	Ecoli viability	OPRM1-OPRD1 inv	DSG3 Ab inh	phage Ecoli inh	Arr AP2 block	PKA-R1A act	MOR-DOR ag	AddAB inh	Mot1-301 SUMO	PfHsp90 set2	Tat transport
COCCOC(=O)c1c(C)oc2cc(Br)c(OCC(N)=O)cc12	-2.1	8	103	6.9	8	0	-1.2	-0.8	36	-12	-4
O=C(NNC(=O)c1ccc2ccccc2c1)c1ccc(Cl)c(Cl)c1	nt	17	111	3.0	-1	3	-3.5	nt	nt	1	5
CC(C)c1ccc(-c2nnn(Cc3nc4ccccc4s3)n2)cc1	1.5	-18	107	2.2	27	-4	4.0	4.3	72	nt	0
Cc1nc2ccccc2c2c1C(=O)N(C(C)C)C2=O	-1.4	-12	99	1.7	1	-7	1.9	1.6	-9	-9	-2
Cc1cc(C)cc(NC(=O)C(c2ccccc2)N2CCCC2)c1 (centres undefined)	0.2	16	98	2.2	2	-11	-3.6	2.1	0	-1	-4
CN(C)c1ccc(/C=N/n2c(-c3ccccc3Br)n[nH]c2=S)cc1	-1.3	14	nt	2.1	-14	1	-2.8	0.6	6	41	-1
Cc1ccc(OCC(=O)N2CCN(S(=O)(=O)c3ccc(Cl)cc3)CC2)c([N+](=O)[O-])n1	-1.0	4	123	4.0	11	5	-0.8	2.4	-9	0	1
O=C(C=Cc1ccc2c(c1)OCO2)c1ccccc1	nt	-1	95	1.2	10	12	0.2	nt	nt	nt	4
O=C(NCc1ccccn1)c1cc(-c2ccccc2)on1	3.0	0	103	1.5	2	-4	0.0	-11	10	0	15
O=C(Nc1nc(-c2ccccn2)cs1)C1COc2ccccc2O1 (centres undefined)	-8.8	6	103	-1.9	1	-1	-1.1	-1.5	-7	103*	4
Cc1ncc([N+](=O)[O-])n1CCOC(=O)c1ccccc1	0.7	3	124	1.5	5	2	-0.5	1.8	-22	-5	5
COc1ccc(-c2noc(CCC(=O)N3CCC(C)CC3)n2)cc1	-2.9	2	101	2.2	-4	-4	-0.4	3.0	6	11	-2
CCNC(=O)CC1C(=O)N(c2ccc(F)cc2)C(=O)N1CCc1sccc1C (centres undefined)	-3.2	12	90	3.3	7	4	-2.3	1.4	-1	-12	3
O=C(CSc1nc2ccccc2c(=O)n1CCCN1CCOCC1)Nc1cccc(S(=O)(=O)N2CCCCCC2)c1	0.5	-5	nt	0.1	2	-21	1.0	0.0	-22	-87	10
Clc1ccc2oc(-c3ccccn3)nc2c1	-0.4	7	110	2.5	-4	-9	-1.4	-1.1	-25	-1	4
O=C(NC(=S)N1CCN(C2CCCCC2)CC1)c1ccccc1	1.8	11	92	-1.5	14	2	-2.3	3.4	-6	-1	-9
CN1CCN(C(=O)c2cc(COc3ccc(F)cc3Cl)on2)CC1c1ccccc1 (centres undefined)	-3.0	-29	102	0.5	23	-3	5.7	2.6	34	72	8
Cc1ccc(C)c(-n2cc(CNC(C)Cn3cncn3)c(-c3ccccc3)n2)c1 (centres undefined)	0.9	-201	101	3.1	5	-9	39*	3.3	-22	-11	6
O=C(O)c1ccccc1C(=O)N1CCN(S(=O)(=O)c2cccc(C(F)(F)F)c2)CC1	-1.2	3	124	4.9	1	-3	-0.7	1.5	2	15	-6
COC(=O)CN1C(=O)N/C(=C/c2cc(Cl)c(OC)c(OC)c2)C1=O	0.1	9	91	3.2	33	1	-1.8	-1.2	7	6	3

A second format for some results above.
SMILES | Ecoli viability | OPRM1-OPRD1 inv | DSG3 Ab inh | phage Ecoli inh | Arr AP2 block | PKA-R1A act | MOR-DOR ag | AddAB inh | Mot1-301 SUMO | PfHsp90 set2 | Tat transport
O=C(NCc1ccccn1)c1cc(-c2ccccc2)on1 | 3.0 | 0 | 103 | 1.5 | 2 | -4 | 0.0 | -11 | 10 | 0 | 15
O=C(Nc1nc(-c2ccccn2)cs1)C1COc2ccccc2O1 (centres undefined) | -8.8 | 6 | 103 | -1.9 | 1 | -1 | -1.1 | -1.5 | -7 | 103* | 4
Cc1ncc([N+](=O)[O-])n1CCOC(=O)c1ccccc1 | 0.7 | 3 | 124 | 1.5 | 5 | 2 | -0.5 | 1.8 | -22 | -5 | 5
COc1ccc(-c2noc(CCC(=O)N3CCC(C)CC3)n2)cc1 | -2.9 | 2 | 101 | 2.2 | -4 | -4 | -0.4 | 3.0 | 6 | 11 | -2
CCNC(=O)CC1C(=O)N(c2ccc(F)cc2)C(=O)N1CCc1sccc1C (centres undefined) | -3.2 | 12 | 90 | 3.3 | 7 | 4 | -2.3 | 1.4 | -1 | -12 | 3
O=C(CSc1nc2ccccc2c(=O)n1CCCN1CCOCC1)Nc1cccc(S(=O)(=O)N2CCCCCC2)c1 | 0.5 | -5 | nt | 0.1 | 2 | -21 | 1.0 | 0.0 | -22 | -87 | 10
Clc1ccc2oc(-c3ccccn3)nc2c1 | -0.4 | 7 | 110 | 2.5 | -4 | -9 | -1.4 | -1.1 | -25 | -1 | 4

As entered above.
For Ecoli viability, O=C(O)c1ccccc1C(=O)N1CCN(S(=O)(=O)c2cccc(C(F)(F)F)c2)CC1 has the entry -1.2
For MOR-DOR ag, O=C(Nc1nc(-c2ccccn2)cs1)C1COc2ccccc2O1 (centres undefined) has the entry -1.1
For Tat transport, COCCOC(=O)c1c(C)oc2cc(Br)c(OCC(N)=O)cc12 has the entry -4
For Mot1-301 SUMO, CN1CCN(C(=O)c2cc(COc3ccc(F)cc3Cl)on2)CC1c1ccccc1 (centres undefined) has the entry 34
For PKA-R1A act, O=C(CSc1nc2ccccc2c(=O)n1CCCN1CCOCC1)Nc1cccc(S(=O)(=O)N2CCCCCC2)c1 has the entry -21

Continued:
SMILES	Ecoli viability	OPRM1-OPRD1 inv	DSG3 Ab inh	phage Ecoli inh	Arr AP2 block	PKA-R1A act	MOR-DOR ag	AddAB inh	Mot1-301 SUMO	PfHsp90 set2	Tat transport
Cc1cccc(OCCC(=O)Nc2ccc(N3CCOCC3)cc2N2CCOCC2)c1	0.5	9	100	2.1	18	-6	-1.8	3.4	29	-2	2
CCN1CCN(C(=O)/C=C/c2ccc(C)cc2)CC1	-0.3	19	96	-1.3	-3	-11	-3.6	0.5	6	8	-4
C/C(CCC1CC(C)OC1=O)=N\NC(N)=S (centres undefined)	3.0	8	86	0.5	36	-9	-1.5	2.8	504	-10	-3
COc1cc2cc(C(=O)O)[nH]c2c(OC)c1OC	0.9	8	116	2.8	-10	4	-1.4	-0.4	23	11	-3
COc1cc2[nH]c(C(=O)N3CCN(C)CC3)cc2c(OC)c1OC	1.6	12	95	1.5	-7	-6	-2.0	-1.2	431	-5	0
CC(=O)N1CCN(C(=O)CNC(=O)c2cccs2)CC1	1.1	4	100	0.6	26	5	-0.9	0.8	19	3	8
COc1ccc(N2C(=O)CC(Sc3n[nH]c(-c4ccccc4)n3)C2=O)cc1 (centres undefined)	-1.8	6	113	-0.1	11	-4	-1.2	0.1	147	-5	5
Cc1onc(-c2ccccc2Cl)c1C(=O)OCC(=O)c1ccc[nH]1	1.5	7	99	0.3	28	-10	-1.4	2.0	-8	-2	-5
CCc1nc(SC)[nH]c(=O)c1C	-1.1	5	97	2.7	4	-3	-0.8	0.5	9	12	14
O=C(CCc1ccccc1)Nc1sc2c(c1C(=O)O)CCCC2	-2.6	nt	104	2.3	-13	nt	nt	-0.5	-1	nt	nt
CC1CC(OCC(O)CN2CCOCC2)CC(C)(C)C1 (centres undefined)	0.5	6	111	4.1	13	-5	-1.1	-1.9	43	0	9
CC(/C=N/NC(=O)CN1CCN(Cc2ccc(Cl)cc2)CC1)=C\c1ccco1	0.6	-1	105	1.6	8	-5	0.2	3.2	3	2	1
C#CCNC(=O)C1=C[C@H](c2ccc(Br)cc2)C[C@H](OCc2ccc(CO)cc2)O1	-0.1	12	101	-1.6	0	-13	-2.2	-0.2	-2	-14	27
COCCn1nnnc1CN1CCC(C)CC1	1.7	8	90	0.8	-8	-6	-1.3	-0.1	-5	13	2
CC1CCCCN1S(=O)(=O)c1ccc([N+](=O)[O-])cc1 (centres undefined)	-1.0	-1	118	2.5	44	-2	0.3	-0.3	15	-11	-4
O=C(Nc1ccc2c(c1)OCO2)c1ccc(Cl)c(S(=O)(=O)N2CCOCC2)c1	1.8	-5	107	1.4	-5	4	1.3	2.0	-14	-21	-5
O=C(CC1Sc2ccccc2NC1=O)NNc1ccc(Cl)c(Cl)c1 (centres undefined)	nt	11	97	2.0	-10	8	-2.0	nt	nt	-30	-14
COCCn1c(SCc2ccc(C)cc2)nc2c1c(=O)[nH]c(=O)n2C	-0.7	nt	109	1.3	-14	nt	nt	0.2	-10	nt	nt
CCN(CC)CCSc1nc(O)c(Cc2ccccc2)c(=O)n1-c1ccccc1	-0.3	9	100	3.1	9	2	-1.6	0.8	53	-29	-8
Cc1cccc(C)c1NCC(=O)N1CCN(Cc2ccccc2)CC1	-1.4	-8	113	3.4	1	0	1.7	-2.4	3	19	-6
Cc1ccc(Cl)cc1N1CCN(S(=O)(=O)c2c(C)[nH]c(C)c2C(=O)N2CCCCC2)CC1	-3.4	17	102	1.4	-13	-5	-3.4	2.5	7	-2	6
COc1cc(C(=O)N(Cc2cccc(Cl)c2)C2CCS(=O)(=O)C2)cc(OC)c1OC (centres undefined)	3.3	11	96	4.7	-7	-14	-2.5	5.1	-6	23	-5
COc1ccc(-c2nc(CCNC(=O)c3cccs3)cs2)cc1	1.4	11	75	3.3	-3	-16	-2.0	-1.3	-14	8	-3
COc1ccccc1C1(O)CCN(C(=O)c2cccs2)CC1	1.4	-11	113	-0.1	29	10	1.9	-1.7	153	16	-4
COc1ccccc1N1CCN(C(=O)CSc2nc(C)cc(=O)[nH]2)CC1	1.3	-1	91	3.3	8	-1	0.2	0.7	1	-14	-8
COc1ccc(CCNC(=O)CCC(=O)N2CC(C)Oc3ccccc32)cc1OC (centres undefined)	1.6	8	101	2.2	7	1	-1.3	3.7	-9	10	-4
O=C(Nc1cc(Cl)cc(Cl)c1)N1CCN(C(=O)C2CCCO2)CC1 (centres undefined)	2.5	4	106	1.5	-1	1	-1.2	4.1	-5	-11	0
Cc1ccc(S(=O)(=O)Nc2ccccc2N(C)S(=O)(=O)c2ccc(C)cc2)cc1	1.4	-4	99	0.7	6	-11	0.7	2.8	-3	-61	3
CSCCC(NS(=O)(=O)c1ccc2c(c1)c(=O)n(C)c(=O)n2C)C(=O)NC1CCN(Cc2ccccc2)CC1 (centres undefined)	-0.5	12	nt	-1.8	-10	-4	-2.6	-1.1	-12	2	-2
CCCC12CN3CCN(CC(C3)/C1=N\NC(=O)c1ccccc1Cl)C2	2.9	6	101	4.2	2	-1	-1.0	2.8	-1	22	-6
CCn1cc(C(=O)NC2CCCCC2)c(=O)c2cc(S(=O)(=O)N(C)C)ccc21	0.0	-5	112	0.1	3	-2	1.0	5.7	-9	-1	-12
CCOC(=O)N1CCC(N2C(=O)c3ccccc3C2Nc2c(C)cccc2C)CC1 (centres undefined)	-1.3	6	98	3.6	2	-3	-1.1	-0.3	6	14	9
